Source: PubChem BioAssay (several laboratories)
HCT116 bCat-KO: beta-catenin-lacking colon tumor cell growth suppression; AID 818; HCT116 beta-catenin knockout viability, CellTiter-Glo, 60 h; stronger effect = lower value; viability, % at 10 µM; actives 1.5% (n = 140,000);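 active means viability at or under a set limit, the compound median less 4 SD, cut at about 6% in these data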;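 further: 0% = Hyamine 1622 control at 20 µM and 100% = untreated cell control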
Yeast lifespan up: extends the lifespan of yeast | S. cerevisiae growth with nicotinamide, OD615; deaD strain in restrictive glucose medium | inhibition of the nicotinamide effect, % at 10 µM | actives 0.68% (n = 130,000) | AID 775;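 active means inhibition above a set limit, placed 3 SD over the median of all compounds, cut at about 26% in these data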;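 further: 0% = nicotinamide-treated wells and 100% = cells grown without nicotinamide; some compounds called inactive have numbers as strong as hits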
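Buffer or medium: CSMM-D glucose medium, restrictive; test system: modified budding yeast, DeaD strain; compound: single dose 10 µM compound, 0.25% DMSO; schedule: culture preincubation 4 h, compound exposure 48 h, both 30 °C; detection: optical density (absorbance) at 615 nm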
BB579 growth dn: yeast BB579 growth reduction in restrictive medium | S. cerevisiae BB579 growth, OD615, 48 h | inhibition, % at 10 µM | actives 0.51% (n = 140,000) | AID 804;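 active means inhibition above a set limit, 3 SD over the mean compound inhibition, cut at about 44% in these data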; further: inactives centre near -24
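System: Saccharomyces cerevisiae DeaD strain BB579, replicative lifespan model yeast. Buffer or medium: restrictive glucose-based CSMM-D medium. Doses: one dose, 10 µM compound with 0.25% DMSO. Timing: 4 h preincubation and 48 h exposure at 30 °C. Detection: turbidity as optical density at 615 nm. Benchmarks: amphotericin B 10 µg/mL, positive.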
NPY-Y2 antag: NPY-Y2 (human) receptor antagonism; inhibition, % at 2.7 µM; AID 793; NPY-Y2 expressing cells, antagonist mode; actives 0.99% (n = 140,000); P49146; in the data active means inhibition above about 17%;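 further: 0% = vehicle with agonist challenge and 100% = reference antagonist with challenge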
Target sequence (P49146 whole entry, looked up): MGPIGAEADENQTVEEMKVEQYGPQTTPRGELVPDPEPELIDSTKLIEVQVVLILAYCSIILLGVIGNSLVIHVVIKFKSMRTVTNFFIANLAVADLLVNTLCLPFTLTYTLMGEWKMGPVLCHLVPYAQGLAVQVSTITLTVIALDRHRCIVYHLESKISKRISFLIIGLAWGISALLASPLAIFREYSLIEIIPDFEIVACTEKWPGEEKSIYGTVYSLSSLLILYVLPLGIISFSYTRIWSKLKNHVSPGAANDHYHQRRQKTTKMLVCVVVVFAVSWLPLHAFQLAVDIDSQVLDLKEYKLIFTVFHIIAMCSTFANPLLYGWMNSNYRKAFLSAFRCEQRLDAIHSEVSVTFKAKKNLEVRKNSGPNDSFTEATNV
E-sel TNF inh: blocks E-selectin expression induced by TNF alpha; HUVEC TNFa-induced E-selectin immunofluorescence, high content; inhibition, % at 2 µM; actives 0.71% (n = 120,000); AID 1246;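 active means inhibition above the batch mean plus 3 SD, and confirmed as a hit on visual image review, cut at about 43% in these data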;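 further: 0% = TNF-stimulated DMSO wells and 100% = unstimulated control wells; not every result past the cut was called active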
Measles CPE: protection of cells from measles virus. actives 1.5% (n = 140,000). AID 841. protection (pct of control), % at 4 µM. Measles virus-infected cells, CPE protection, absorbance; in the data active means protection mostly above about 24%, no sharp cut-off; inactive means mostly below about 26%; further: some compounds called inactive have numbers as strong as hits
PTEN del growth: suppresses growth of cells with PTEN deletion; actives 1.2% (n = 140,000); viability, % at 10 µM; HCT116 PTEN-null viability, CellTiter-Glo, 60 h; stronger effect = lower value;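 active means viability at or below a set limit, 4 SD under the median of all tested compounds, cut at about 3.7% in these data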;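 further: PTEN knockout HCT116 line with beta catenin targeted HCT116 as companion control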
Phagocytosis inh: inhibitors of macrophage phagocytosis; J774A.1 macrophage IgG-bead phagocytosis, imaging; inhibition, % at 5 µM; actives 0.07% (n = 110,000); AID 1029;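 active means inhibition above the mean of the plate negative controls plus 5 SD, cut at about 13% in these data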;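 further: phagocytic index as fraction of beads internalized from green versus red external bead signal; plate controls were DMSO negative control for no effect and cytochalasin-D positive control for full effect; some results beyond the cut were filed as inactive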
GALR2 blocker: antagonists of human galanin receptor 2 (GALR2); actives 0.39% (n = 140,000); GALR2-expressing cells, antagonist mode; inhibition, % at 4 µM; O43603; in the data active means inhibition above about 27%;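 further: cells stimulated with galanin 1-16 at roughly its EC80; 0% = agonist challenge control and 100% = basal control without agonist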
Target sequence (O43603 whole entry, looked up): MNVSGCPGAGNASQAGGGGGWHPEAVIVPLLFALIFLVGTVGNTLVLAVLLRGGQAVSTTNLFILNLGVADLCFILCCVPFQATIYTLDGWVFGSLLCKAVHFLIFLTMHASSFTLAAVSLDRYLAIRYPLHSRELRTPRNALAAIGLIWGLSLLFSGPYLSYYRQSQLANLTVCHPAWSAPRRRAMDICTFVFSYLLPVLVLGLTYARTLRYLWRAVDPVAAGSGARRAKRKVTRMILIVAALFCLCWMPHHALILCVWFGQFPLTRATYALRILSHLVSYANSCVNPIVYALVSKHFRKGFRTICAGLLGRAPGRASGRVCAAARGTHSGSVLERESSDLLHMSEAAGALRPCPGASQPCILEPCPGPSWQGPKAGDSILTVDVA
MRP-1 activ: MRP-1 activation. H69AR cells + doxorubicin, viability rescue, CellTiter-Glo. actives 0.61% (n = 140,000). viability increase, % at 10 µM;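 active means viability gain under doxorubicin at or above a set limit, the compound median plus 3 SD, cut at about 4.7% in these data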;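 further: MRP-1 overexpressing cells given doxorubicin 25 µM after compound pretreatment; 18-22 h compound pretreatment then 72 h with doxorubicin before readout; 0% = doxorubicin-only wells and 100% = vehicle-treated cells without doxorubicin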
Starred values were filed as active, the others as inactive; / = no result given; & = joins results of further samples.

Structure,Yeast lifespan up,NPY-Y2 antag,PTEN del growth,Phagocytosis inh,HCT116 bCat-KO,GALR2 blocker,MRP-1 activ,Measles CPE,E-sel TNF inh,BB579 growth dn
COc1ccc(NC(=O)c2ccc(N(C)S(C)(=O)=O)cc2)cc1OC,-13.3,1.1,89.7,-1.9,87.6,-0.7,-1.4,5.7,-18.8,-4.5
O=c1c(F)cn(C2CCCO2)c(=O)n1Cc1c(Cl)cccc1Cl (centres undefined),1.4,1.6,88.6,1.6,83.7,-14.9,-2.6,19.2,4.5,-15.1
O=C(Nc1nccs1)c1ccc(Cl)s1,-12.1,4.0,83.3,-0.4,83.0,-4.5,0.0,14.8,-0.3,-3.0
CC(C)Cc1nc(C(N)=O)c2[nH]c(=O)n(-c3ccc(F)cc3)c2n1,-3.3,0.6,86.7,/,83.7,2.6,-1.9,11.3,-4.8,-28.2
COc1ccc(CCNC(=O)CSc2nc3ccccc3o2)cc1OC,-14.8,1.2,99.0,0.2,98.7,-10.4,-2.4,20.2,/,-40.3
CCCN(Cc1ccc(N(CC)CC)cc1)CC1CC1,2.6,4.5,73.0,/,74.4,-1.5,-0.8,1.7,13.6,-35.5
CC(NC(=O)c1ccc(F)cc1)c1ccc(F)cc1 (centres undefined),7.1,0.0,95.4,5.6,92.5,-7.6,-0.3,12.6,-30.1,1.6
CCC(C)NS(=O)(=O)c1ccc(S(=O)(=O)N2CCCC3(CCCCC3)C2)cc1 (centres undefined),-22.0,2.6,55.6,-1.9,51.8,26.9,1.3,3.3,10.2,-28.1
CCc1ccccc1NC(=O)CN1CCC(NC(=O)COC)CC1,-4.0,2.3,105.9,-0.7,97.3,7.3,-1.0,4.8,4.4,-56.1
O=C(N/N=C/c1ccccn1)C12CC3CC(CC(C3)C1)C2,3.5,-0.3,37.9,-1.9,34.2,-0.9,2.2,6.9,/,-12.8
COc1ccc(N2CCN(C(=O)c3cc4c(-c5cccc(OC)c5)nn(C)c4s3)CC2)cc1,-5.2,3.2,81.2,-3.3,79.0,8.4,-2.6,11.6,-18.8,-26.4
COCCSc1nc2c(c(=O)[nH]c(=O)n2C)n1Cc1cccc(C)c1,-6.4,6.2,83.7,/,88.9,2.1,-1.7,27.9,-37.5,-30.3
N#CC(C(=O)NC1CCCCC1)=C1CCCCCC1,8.2,-1.2,92.6,5.3,80.3,7.3,-2.4,34.1*,/,-40.5
Cc1ccc(C(=O)OCC(=O)Nc2cc(F)ccc2F)cc1NC(=O)c1ccco1,-4.2,1.0,/,-0.2,99.7,-0.2,1.2,16.0,-8.6,-8.1
O=C(NC1CCCCC1)c1ccc(CN2CCOCC2)cc1,-3.3,2.2,96.5,0.6,96.0,-7.9,-1.8,5.1,16.9,-32.1
Cc1ccc(S(=O)(=O)Nc2cc(C(F)(F)F)ccc2N2CCOCC2)c(C)c1,5.8,-0.3,86.7,-1.1,82.6,12.4,-2.0,4.0,/,-3.1
O=C(Oc1c(-c2ccccc2)oc2ccccc2c1=O)c1ccccc1,14.3,0.1,15.1,-4.2,16.4,4.5,-6.4,14.2,-69.7,-34.0
O=C(Nc1ccccc1Cl)c1ccccc1Cl,-16.2,-0.8,96.4,/,100.5,4.8,-1.9,7.1,-8.4,2.9
Cc1ccc2c(c1)c(=O)c(Br)c(C)n2Cc1ccccc1,-6.4,11.8,88.0,-5.7,89.1,8.1,2.5,16.5,/,-27.7
COC(=O)c1cc(Cl)c(N)cc1OC,-7.7,3.0,102.4,-0.6,85.9,9.3,-2.4,8.6,-28.1,-2.9
NC(=O)CC[C@@H]1NC(=O)[C@H](Cc2ccccc2)NC(=O)[C@H](Cc2ccc(O)cc2)NC(=O)[C@@H](N)CSSC[C@@H](C(=O)N2CCC[C@H]2C(=O)N[C@@H](CCCN=C(N)N)C(=O)NCC(N)=O)NC(=O)[C@H](CC(N)=O)NC1=O,5.4,1.8,97.4,/,95.3,-6.3,0.0,2.9,/,-29.2
CCOC(=O)c1ccc2c(c1)N(CC(=O)N1CCCC1)C(=O)C(C)(C)O2,-18.4,1.1,95.3,-0.9,98.1,14.6,-0.5,5.2,-14.5,6.6
Cc1ccc(/C(N)=N/OC(=O)c2cc(-c3ccccc3)nc3ccccc23)cc1,-4.4,-1.0,92.8,1.3,88.9,9.6,-2.1,2.4,-6.6,-42.3
O=S1(=O)CCN2C(c3ccc4c(c3)CCCC4)=CSC2=N1,4.8,-3.1,102.5,-2.6,90.2,6.5,-0.8,0.8,8.9,-47.4
COCCNS(=O)(=O)c1ccc(-c2ccc(S(=O)(=O)NCCOC)cc2)cc1,-13.6,1.2,92.5,/,75.6,9.4,-3.2,11.1,-24.4,-25.2
Cc1[nH]nc2c1C(c1ccc(Cl)cc1)C(C#N)=C(N)O2 (centres undefined),1.1,0.2,94.5,2.0,93.3,8.9,-0.5,2.9,19.7,-16.5
CCC1CCC(c2nnc(-c3ccc(Br)cc3)o2)CC1 (centres undefined),1.3,9.2,91.1,/,93.6,-8.1,-0.4,17.3,-9.4,-19.1
CCOC(=O)NC(CC(=O)O)c1ccc(OC)cc1 (centres undefined),-1.6,-0.3,91.6,-0.9,92.2,-2.3,-1.0,6.9,18.6,1.1
Cc1ccccc1N1C(=O)C(Cl)=C(N2CCCCCC2)C1=O,1.6,4.5,97.4,-1.0,98.9,1.9,-2.4,44.0,-6.2,-27.8
O=C(CN1C(=O)CC(c2ccco2)Sc2ccccc21)NCC1CCCO1 (centres undefined),-0.1,1.7,97.8,-1.6,99.2,10.8,-4.5,21.4,6.7,-59.7
CCOC(=O)C(C)n1ncn2cccc2c1=O (centres undefined),3.2,4.7,92.6,0.4,105.0,2.9,-2.9,3.5,-11.2,6.7
COCCn1cnnc1SCC(=O)Nc1cccc(S(=O)(=O)N2CCCCCC2)c1,-5.8,0.0,100.4,0.1,94.4,-0.5,-1.7,10.2,/,-9.8
Cc1ccc(C(=O)C2Oc3ccccc3C3CC(c4ccc(C)cc4)=NN23)cc1 (centres undefined),0.0,7.4,76.6,-14.8,78.0,15.6,-1.9,5.9,/,-23.3
CCOC(=O)c1sc(-c2ccc(F)cc2)cc1NC(=O)Nc1ccccc1OC,0.5,-0.3,95.0,-5.5,91.0,0.5,9.0*,3.0,/,-46.7
CCCc1nnc(SCC(=O)N2CCOCC2)n1Cc1ccco1,-9.0,-1.6,107.1,1.3,105.9,3.1,-0.9,13.7,5.2,-0.2
C=CCn1c(SCC(=O)Nc2ccc3c(c2)OCO3)nnc1-c1ccccc1OC,-9.5,11.1,9.9,-0.7,14.5,3.2,-2.3,3.8,/,-30.5
Cc1ccccc1-c1nc2ccccc2c(=O)n1/N=C/c1ccccc1[N+](=O)[O-],-11.5,1.1,66.3,-1.4,77.0,11.2,-4.5,14.2,-54.2,-49.8
COCCn1c(=S)[nH]c2cc(C(=O)N3CCN(c4ccccc4OC)CC3)ccc2c1=O,-3.9,2.1,78.0,3.0,74.4,-8.0,-4.1,3.2,/,-27.4
N=C1/C(=C/c2cccs2)C(=O)N=C2SN=C(SCc3ccccc3)N12,-1.2,2.0,88.5,/,92.7,8.9,1.3,28.1,-4.8,-50.2
O=C(CN1CCN(C(=O)c2ccco2)CC1)Nc1ccccc1-c1ccccc1,-17.8,2.2,94.1,-0.6,89.5,-8.6,-4.2,10.4,/,-23.7
COC(=O)c1[nH]c2ccccc2c1NC(=O)CCN1CCSCC1,-8.4,4.0,74.1,-0.1,78.5,-0.9,-0.9,5.0,-18.5,-14.7
COc1ccc(Nc2ncnc3c2cnn3Cc2ccccc2)cc1OC,-6.9,1.4,68.8,-0.7,59.8,12.1,-1.3,7.3,-29.5,-8.5
O=C(Nc1cc(-c2nn(CC(=O)N3CCCCC3)c(=O)c3ccccc23)ccc1N1CCOCC1)c1ccc(Cl)cc1,-7.8,1.6,96.6,/,99.1,0.6,-2.1,0.1,1.6,-11.8
Cc1nnc(Nc2ccc(C(=O)N3CCOCC3)cc2)c2ccccc12,-18.1,2.5,98.2,0.5,90.0,7.0,-3.4,4.5,-0.9,-45.1
COc1cc(OC)cc(C(=O)N[C@H](C(=O)OCC(=O)Nc2ccc(F)c(F)c2)C(C)C)c1,0.0,8.6,92.2,0.2,91.8,-4.2,-1.6,6.9,/,-9.9
O=C(c1sc2cc([N+](=O)[O-])ccc2c1Cl)N1CCOCC1,-0.4,0.7,92.1,-9.7,86.3,4.3,-2.3,2.7,/,-9.0
COC(=O)COc1ccc(S(=O)(=O)Nc2ccc(C(N)=O)cc2)cc1Cl,-8.4,2.8,89.5,-1.4,91.3,0.5,-1.6,6.2,9.8,10.2
CC1(C)CC(=O)c2sc(NC(=O)c3ccco3)nc2C1,-7.6,2.2,81.2,-0.4,90.5,-12.3,-0.4,9.5,0.9,-2.0
O=C(Nc1ccc2c(c1)C(=O)N(CC1CCCO1)C2=O)c1cccc(Br)c1 (centres undefined),-5.8,1.0,90.9,/,89.0,-0.8,1.0,3.0,2.7,-46.1
Cc1ccc(S(=O)(=O)N2CCCN(S(=O)(=O)c3ccc4c(c3)OCCO4)CC2)cc1,-12.7,0.3,91.8,0.3,106.9,-4.8,0.0,10.2,-8.5,30.2
COc1ccccc1S(=O)(=O)Cc1ccc(C(=O)N2CCN(c3ccc(C)cc3)C(C)C2)o1 (centres undefined),-13.3,1.8,54.0,-0.1,57.0,3.7,-3.1,4.4,32.9,1.5
Cc1cc2c(c(=O)n1CCN(C)C)C(c1ccccc1Br)C(C#N)=C(N)O2 (centres undefined),-11.8,0.0,98.9&99.2,1.2,95.4,2.8,-1.6,5.3,-26.4,17.1
O=C(c1cc(-c2ccccn2)nc2ccc(Br)cc12)N1CCc2ccccc2C1,1.8,0.4,75.1,-0.4,79.2,20.2,-1.3,13.0,-9.7,-48.2
CCOC(=O)C1CCCN(C(=O)CNS(=O)(=O)c2ccc(Br)s2)C1 (centres undefined),4.5,0.6,82.7,/,87.4,4.8,-2.3,3.6,1.2,-40.3
Cn1c(N)c(C(=O)COC(=O)c2ccco2)c(=O)n(C)c1=O,2.5,8.4,108.0,-0.9,96.6,-7.6,0.6,10.2,-16.9,-42.8
CCn1c2ccccc2c2cc(NC(=O)COC(=O)C3CCC(=O)N3)ccc21 (centres undefined),-12.7,3.6,56.5,-0.2,63.4,12.3,-2.4,18.6,-17.1,-56.4
